Screening data (PubChem BioAssay)
All columns: NCI-60 one-dose screen, growth in % after 48 h at 10 µM unless noted; 100 = growth as untreated, 0 = no growth, -100 = all killed.
IGROV1: IGROV1 ovarian cancer. actives 4.7% (n = 79,000)
786-0: 786-0 renal cancer cells; AID 1794775; actives 5.1% (n = 81,000)
ACHN: ACHN renal cancer; actives 4.9% (n = 81,000)
UO-31: UO-31 renal cancer; actives 5.2% (n = 81,000); AID 1794768
RXF 393: RXF 393 renal cancer cells. actives 6.9% (n = 77,000). AID 1794773
TK-10: TK-10 renal cancer cells | actives 3.9% (n = 81,000) | AID 1794769
SN12C: SN12C renal cancer cells. AID 1794767. actives 3.8% (n = 81,000)
SK-OV-3: SK-OV-3 ovarian cancer cells | actives 3.2% (n = 80,000)
Starred values were filed as active, the others as inactive; nt = not tested or not shown; & = joins results of further samples. The calls were made as follows: active = growth percent below 10; inactive = the rest. Hits appear at their usual frequency. Share with any hit: about 9.6%.

molecule	IGROV1	786-0	ACHN	UO-31	RXF 393	TK-10	SN12C	SK-OV-3
N#CCC(=O)NNS(=O)(=O)c1ccc(Br)cc1	111	108	108	90	119	98	96	110
CCCCCCCCCCCCN(CCO)C(=O)CCl	91	99	82	80	77	104	88	103
C=CCOc1ccccc1C	95	117	100	100	101	104	102	97
CC1(C[N+](=O)[O-])CCCC(=O)C1 (centres undefined)	106	105	108	86	99	116	99	108
CN(C)Cc1cc(Cc2ccccc2)cc(C2CCCCC2)c1O	90	93	94	88	nt	93	99	93
CCCCOC(=O)C(=O)OCCCC	126	101	110	97	108	112	106	108
ClCc1cccc2c(CCl)cccc12	55	-74*	32	60	61	87	65	83
CCOCN1CCCCC1	107	103	98	93	nt	nt	101	120
O=C1C=C(Nc2ccccc2)C(=O)C=C1Nc1ccccc1	113	nt	106	89	117	118	112	109
O=C(/C=C/c1cccs1)c1ccc(Cl)s1	103	69	100	95	95	97	101	110
CCOC(=O)c1c(N)sc(-c2nc3ccccc3s2)c1C	83	102	101	74	nt	164	97	82
O=[N+]([O-])c1cc(I)c(Br)c(-c2cc([N+](=O)[O-])cc(I)c2Br)c1	122	113	109	84	98	120	108	107
C=CCOc1c(OC)cccc1OC	117	104	102	93	111	106	94	102
COC(=O)[C@@H]1CCCN1C(=O)COc1cc(O)c2c(=O)cc(-c3ccccc3)oc2c1	99	98	112	80	nt	127	92	111
COC(=O)c1c(C(=O)OC)c2ccc3c4ccccc4ccc3n2c1C(N)=O	76	89	72	63	78	109	83	109

Later entries
molecule	IGROV1	786-0	ACHN	UO-31	RXF 393	TK-10	SN12C	SK-OV-3
CCC1(c2ccc(F)cc2)NC(=O)NC1=O (centres undefined)	105	102	110	101	106	102	97	101
Cc1ccc(C(=O)N(C(C)C)C(C)C)cc1	99	107	99	95	117	nt	104	101
COc1ccc(-c2csc(Nc3ccc(S(=O)(=O)Nc4cc(C)on4)cc3)n2)cc1OC	102	98	141	88	nt	120	104	115
CC(=O)/C=C/c1ccc(O)cc1	112	98	107	91	103	101	109	109
COc1ccc(O)c(-c2cc(-c3ccc(Cl)cc3)c(C#N)c(=O)[nH]2)c1	78	68	78	55	85	87	77	83
O=C(CC(C(=O)c1ccc(Cl)cc1)N1CCCCC1)c1ccc(Cl)cc1 (centres undefined)	93	103	107	85	96	114	97	101
CCOC(=O)c1n[nH]n2c1nc(=O)c1sc3ccccc3c12	90	93	109	84	85	121	101	104
COc1cc(C(=O)N2CCN(c3ccccc3OC)CC2)c(N)cc1OCCCN1CCN(c2ccccc2OC)CC1	78	96	89	62	92	113	99	75
CCc1ccc(C2=C(O)C(=O)C(c3ccccc3)=C(O)C2=O)cc1	106	111	107	81	117	131	111	101
COC(=O)/C=C1/SC(N2N=C(c3cccs3)CC2c2ccc(OC)cc2)=NC1=O (centres undefined)	77	79	99	73	74	88	87	99
COCCCNc1nc(NC(=O)c2ccc(F)cc2C)cc(-c2cccnc2)n1	109	98	109	88	100	111	91	108
C=CCSc1nnc(NC(=O)CCl)s1	82	101	95	95	97	108	95	119
CC(C)(C)CC(C)(C)Nc1c(-c2ccccc2)nc2cnccn12	90	95	95	71	nt	100	94	91
CCCCn1cc(-c2nc3ccccc3s2)c2cccnc21	88	98	80	60	112	110	93	96
C=CCNC(=S)N/C=C(\c1ccccc1)S(=O)Cc1ccccc1 (centres undefined)	103	98	103	93	119	93	102	104

(listing goes on)
molecule	IGROV1	786-0	ACHN	UO-31	RXF 393	TK-10	SN12C	SK-OV-3
COc1ccc2c(O)cc3c(c2c1)[C@H](CCl)CN3C(=O)c1cc2cc(NC(=O)CCN3CCOCC3)ccc2[se]1	-60*	-60*	-1.8*	-47*	-88*	-32*	-88*	-42*
CS(=O)(=O)c1c(Nc2ccccc2)n[nH]c1N	112	97	102	96	114	90	95	103
COc1cc(-c2nn(-c3cccc(NC(=O)CCNc4ccc(N5CCOCC5)cc4)c3)cc2-c2ccncc2)ccc1Cl	27	19	16	27	21	25	28	35
COc1cc2oc(-c3cccc(C(=O)Nc4ccc(Cl)cc4)c3)cc(=O)c2c(OCCNC(=O)[C@@H](N)CCC(=O)O)c1OC	63	61	92	80	9.8*	114	62	89
c1ccc(Cn2cc(-c3ccco3)c3ncnc(N4CCOCC4)c32)cc1	100	105	107	83	100	116	103	105
Nc1ccc(N=Nc2ccccc2)c(N)c1	122&97	100&100	105&101	95&82	107&91	109&106	102&90	103&98
Cc1nnc(-c2ccccc2)o1	106	106	107	97	121	105	114	119
C=CCNC(=O)Cc1c(-c2ccc(OC)cc2)oc2c(OC)c3c(c(OC)c12)OCO3	82	104	104	81	91	110	95	110
O=C([C@@H]1C[C@@H]1c1ccc(C(F)(F)F)cc1)N1CCN(C2CCOCC2)CC1	111	97	107	94	107	103	105	103
C/C(=N/Nc1c2ccccc2nc2ccccc12)c1ccccc1	95	91	98	84	100	105	103	98
O=c1c2cc(F)ccc2sc2c(-n3ccnc3)nc3ccccc3c12	94	96	80	62	90	101	91	96
Nc1cccc(=O)[nH]1	90	114	110	79	123	125	111	107
Nc1nnc(-c2c[nH]c3ncc(Br)cc23)c(-c2c[nH]c3ccc(Br)cc23)n1	36	36	37	33	-15*	68	47	67
O=C(CSc1nc2sc3c(c2c(=O)n1-c1ccccc1)CCCCC3)N/N=C/c1cccc([N+](=O)[O-])c1	71	81	81	76	61	96	67	80
CCOc1ccc(/C=C(/C#N)C(N)=O)cc1	102	108	112	85	115	121	87	105

Copied from the listing, 3 compounds:
molecule	IGROV1	786-0	ACHN	UO-31	RXF 393	TK-10	SN12C	SK-OV-3
Nc1nnc(-c2c[nH]c3ncc(Br)cc23)c(-c2c[nH]c3ccc(Br)cc23)n1	36	36	37	33	-15*	68	47	67
O=C(CSc1nc2sc3c(c2c(=O)n1-c1ccccc1)CCCCC3)N/N=C/c1cccc([N+](=O)[O-])c1	71	81	81	76	61	96	67	80
CCOc1ccc(/C=C(/C#N)C(N)=O)cc1	102	108	112	85	115	121	87	105

The listing continues:
molecule	IGROV1	786-0	ACHN	UO-31	RXF 393	TK-10	SN12C	SK-OV-3
CCOC(=O)C1=C(C(=O)c2ccccc2)C(c2ccc(Cl)cc2Cl)C(C(=O)c2ccccc2)=C(C(=O)OCC)N1	104	99	96	nt	95	123	101	100
C=CC(O)CCC (centres undefined)	121	105	98	90	121	102	99	108
Fc1cc(Br)ccc1-n1cnc2c(Nc3ccccn3)nc(Cl)nc21	113	98	100	94	94	120	92	106
Nc1c(C(=O)Nc2cccc(Cl)c2)sc2ncc(Cl)cc12	80	85	24	80	83	118	79	81
Cc1cc(N=C2NC(=O)/C(=C/c3ccc([N+](=O)[O-])cc3)S2)no1	68	74	47	48	84	85	50	83
Oc1ccccc1N=Nc1ccc[nH]1	57	94	74	65	87	140	82	92
c1ccc2sc(SSN3CC4CCC(CC4)C3)nc2c1	15	129	98	55	-30*	121	104	108
COc1cc(-c2cc3ncccc3c3nc(N)c4cccnc4c23)cc(OC)c1OC	41	13	23	51	11	16	27	21
CNC(=O)c1[nH]cc(-c2ccccc2)c1-c1cc(OC)c(OC)c(OC)c1	90	101	99	84	84	110	100	109
CC(C)Cc1ccc(C(C)C(=O)NCc2c[nH]c3ccc(Br)cc23)cc1 (centres undefined)	80	97	93	62	108	116	90	95
COc1cc(-c2nc(N=Nc3c(O)[nH]c4ccccc34)[nH]c(=O)c2C#N)cc(OC)c1OC	100	96	105	78	103	104	101	109
Cc1nc2ccc(-c3ccccc3)cc2s1	112&110	88&100	108&106	92&103	161&129	139&108	104&103	108&122
O=C1NC(SCc2ccccc2)=N/C1=C/c1cccc(OCc2ccc(Cl)cc2)c1	88	70	44	67	94	92	86	102
CCC(CC)OC(=O)c1ccccc1C	105	100	97	95	118	90	102	110
O=C(O)c1cc([N+](=O)[O-])ccc1Oc1ccccc1	114	104	101	84	107	88	95	106

The list continues.
molecule	IGROV1	786-0	ACHN	UO-31	RXF 393	TK-10	SN12C	SK-OV-3
O=C(NN1C(=O)c2ccccc2C1=O)c1ccc2nc(-c3ccc(Cl)cc3)[nH]c2c1	104	98	96	87	98	116	nt	87
CCCCc1[nH]c(-c2cc(N)ccc2Cl)c2c1C(=O)CCCC2	101	97	97	84	106	117	94	113
Clc1cccc(/C=C/c2nn3c(-c4ccncc4)nnc3s2)c1	105	104	102	90	98	128	105	96
CCOc1ccc(-n2nc(C(=O)Nc3ccc(F)c(F)c3)nc2-c2cc(OC)c(OC)c(OC)c2)cc1	81	85	65	43	85	87	nt	85
O=C(O)c1ccccc1/C=N\Nc1ccc([N+](=O)[O-])cn1	116	108	105	73	109	106	102	122
Fc1cc(CCOc2ncc(Cl)c(-n3cnc4ccccc43)n2)ccn1	97	93	104	83	94	110	96	115
N#Cc1c(-c2ccc(Cl)cc2)nc2c(c(-c3ccccc3)nn2-c2ccccc2)c1-c1ccc(N2CCCCC2)cc1	103	96	96	83	109	91	96	110
CCOC(=O)CSc1cc(Cl)c(C)cc1S(=O)(=O)Nc1nn(-c2ccc(C)cc2)c(=O)[nH]1	nt	103	90	74	99	104	102	101
CC(C)(C)CC(C)(C)NCC(O)COc1ccc(Cl)cc1Cl (centres undefined)	105	105	100	99	102	112	98	110
O=c1[nH]c(C(F)(F)C(F)(F)C(F)(F)F)no1	106	106	109	90	124	104	105	99
CCOC(=O)C1=C(C)N=C2Sc3cc(Cl)ccc3N2C1c1ccccn1 (centres undefined)	107	98	94	79	nt	114	96	92
Nc1nc(C(=O)N/N=C/c2ccc(N3CCOCC3)cc2)nn1-c1ccc(S(N)(=O)=O)cc1	94	96	109	85	108	94	103	111
O=C(NC1C(O)OC(CO)C(O)C1O)NS(=O)(=O)c1ccc([N+](=O)[O-])cc1 (centres undefined)	114	111	100	84	120	110	107	117
N#C/C(=C/c1cccc([N+](=O)[O-])c1)C(N)=O	121	103	112	83	123	125	82	97
N#CCCOCCOC(=O)Nc1cccc(Cl)c1	105	105	103	90	114	110	94	111

Full records, quoted from the list. Values in the order: IGROV1 | 786-0 | ACHN | UO-31 | RXF 393 | TK-10 | SN12C | SK-OV-3
Shown for `N#C/C(=C/c1cccc([N+](=O)[O-])c1)C(N)=O` : 121 | 103 | 112 | 83 | 123 | 125 | 82 | 97
Shown for `O=c1[nH]c(C(F)(F)C(F)(F)C(F)(F)F)no1` : 106 | 106 | 109 | 90 | 124 | 104 | 105 | 99
Shown for `Nc1nc(C(=O)N/N=C/c2ccc(N3CCOCC3)cc2)nn1-c1ccc(S(N)(=O)=O)cc1` : 94 | 96 | 109 | 85 | 108 | 94 | 103 | 111

Continuation:
molecule	IGROV1	786-0	ACHN	UO-31	RXF 393	TK-10	SN12C	SK-OV-3
CC(C)C(=O)C(CCN(C)C)c1ccccn1 (centres undefined)	125	106	105	95	108	102	102	105
CCOC(=O)c1cnn(CC(O)CC)c1NC(=O)NCc1cccc(F)c1 (centres undefined)	94	98	103	85	103	86	103	107
Oc1ccc(Cl)cc1CN1CCOCC1	107	104	99	89	nt	104	98	104
CC(C(=O)O)c1ccc(N2Cc3ccccc3C2=O)cc1 (centres undefined)	95	106	98	94	110	nt	103	111
O=C(Nc1ccc(Cl)cc1)c1ccc(Cl)cc1Cl	91	91	90	74	96	107	93	94
CC(COC(=O)C(c1ccccc1)C1C=CCCC1)N1CCCC1 (centres undefined)	88	94	106	75	102	97	95	109
CCOC(=O)/C=C/c1cccc2c1C(=O)NC(C)(c1cc3cc4ccccc4cc3oc1=O)N2 (centres undefined)	85	94	57	85	49	124	75	51
Cn1cc(-c2cc(N)n3nc(-c4cn(C)c5ccccc45)cc3n2)c2cc(Cl)ccc21	-4.8*	-86*	-28*	-89*	-74*	-43*	-54*	72
CCOC(=O)c1c(C)[nH]c(C)c1C=O	103	92	102	104	114	96	96	94
CCOC(=O)Nc1cc(F)c(F)cc1F	106	103	103	95	99	92	95	104
COC(=O)[C@H]1CCCN1C(=O)[C@H]1CCCN1C(=O)[C@H](Cc1c[nH]c2ccccc12)NC(=S)Nc1cc(C(F)(F)F)cc(C(F)(F)F)c1	45	58	49	46	65	81	51	85
COc1ccc(/C=N\NC(=O)CCCC(=O)N/N=C/c2ccc(OC)c(O)c2)cc1O	125	111	100	82	117	114	95	117
CCSC(SCC)C(OC(C)=O)C(OC(C)=O)C(COC(C)=O)OC(C)=O (centres undefined)	107	90	114	96	123	101	95	100
CO[C@@H]1[C@@H](OC)N(S(=O)(=O)c2ccc(Cl)cc2Cl)C(=O)N1S(=O)(=O)c1ccc(Cl)cc1Cl	96	98	97	85	121	106	90	87
O=C1CSC(c2ccc3c(c2)OCO3)N1Cc1ccc2c(c1)OCO2 (centres undefined)	83	84	97	75	103	94	85	96

Ordered by number of heavy atoms (highest first): 3 of the compounds above
molecule	IGROV1	786-0	ACHN	UO-31	RXF 393	TK-10	SN12C	SK-OV-3
Cn1cc(-c2cc(N)n3nc(-c4cn(C)c5ccccc45)cc3n2)c2cc(Cl)ccc21	-4.8*	-86*	-28*	-89*	-74*	-43*	-54*	72
CCSC(SCC)C(OC(C)=O)C(OC(C)=O)C(COC(C)=O)OC(C)=O (centres undefined)	107	90	114	96	123	101	95	100
CCOC(=O)Nc1cc(F)c(F)cc1F	106	103	103	95	99	92	95	104

(listing goes on)
molecule	IGROV1	786-0	ACHN	UO-31	RXF 393	TK-10	SN12C	SK-OV-3
OCC1CCC(O)C(CO)N1 (centres undefined)	110	109	100	91	107	121	103	118
Cc1cc(C)c2ccc(NC(=O)c3ccccc3)nc2n1	102	96	107	67	nt	121	98	106
COc1nc2c(c(=O)n1C)CN(C1CCCCC1)C(=O)C(C)N2 (centres undefined)	90	97	94	78	95	nt	98	111
CCN(CC)CCOC1CCCCC1	103	100	92	90	103	97	99	95
CCOC(=O)c1cnc2ccc(C)cc2c1Nc1cccc(S(=O)(=O)NC)c1	100	99	103	90	98	108	99	106
CCn1nc(C#Cc2c(C)ccc3c(Nc4ccc(Cl)cc4)nccc23)c2c(N)ncnc21	13	14	8.0*	8.5*	-4.6*	17	16	-3.6*
CCN(CC)CCNc1cc(OC)c(C)c2cccnc12	91	101	87	89	101	119	88	111
